# Compound activity as filed in PubChem.
# TCR activator = activates T cell receptor signaling | primary human leukocytes, anti-CD3, IL-2 HTRF, 48 h | Potency, µM (titrated, usually from 9.22 µM), for inactives: at the highest dose activation of IL-2 secretion, hits mostly activators | 330,000 tested, under 10 active | AID 504894; further: % of control where 0% means no effect
#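 IL-2 release read by HTRF sandwich (Eu cryptate donor, d2 acceptor, 665 nm emission) after 48 hr exposure of primary human leukocytes to compound together with anti-CD3 beads in the absence of co-stimulatory signals.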
# Tb PFK inh = inhibitors of T. brucei phosphofructokinase; AID 485367; Potency, µM (highest dose often 57.5 µM), for inactives: at the highest dose activity, negative = inhibition, hits mostly inhibitors; O15648; 330,000 tested, 0.17% active; T. brucei PFK, ADP-Glo luminescence;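 further: potency means the concentration at half of the fitted maximal effect; 0% = uninhibited 1x PFK enzyme wells and -100% = no-enzyme wells; nearly all actives have a fitted effect of over 60% in size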
# Target sequence (O15648 whole entry, looked up): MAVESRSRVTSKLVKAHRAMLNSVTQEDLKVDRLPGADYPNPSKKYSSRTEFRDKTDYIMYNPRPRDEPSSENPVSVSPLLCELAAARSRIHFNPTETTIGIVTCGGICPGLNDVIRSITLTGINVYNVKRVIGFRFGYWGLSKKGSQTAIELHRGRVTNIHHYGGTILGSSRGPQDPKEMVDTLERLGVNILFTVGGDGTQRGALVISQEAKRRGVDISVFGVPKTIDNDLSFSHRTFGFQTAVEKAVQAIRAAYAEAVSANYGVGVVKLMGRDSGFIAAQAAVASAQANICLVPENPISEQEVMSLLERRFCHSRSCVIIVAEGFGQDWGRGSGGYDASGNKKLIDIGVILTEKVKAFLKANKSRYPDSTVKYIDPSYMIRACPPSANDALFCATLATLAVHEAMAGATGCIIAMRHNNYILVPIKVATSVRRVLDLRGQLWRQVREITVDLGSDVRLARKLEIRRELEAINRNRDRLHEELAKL
#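 Compounds were pin-transferred as a titration series up to 57 uM into substrate buffer (0.5 mM F6P, 0.1 mM ATP, pH 8.0), then 1.25 nM PFK was added and reactions ran 45 min before ADP-Glo detection.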
# Mito fusion yeast = blocks mitochondrial division or promotes mitochondrial fusion; 320,000 tested, 0.23% active; S. cerevisiae fusion-defective mutant growth rescue, CellTiterGlo 48 h; Potency, µM (top dose mostly 46.1 µM), for inactives: at the top dose growth rescue (activation), most hits filed as activators; AID 485298;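 further: potency means the concentration at half of the fitted maximal effect; % of control where 0% means no effect; nearly all actives have a fitted effect of over 45% in size; temperature-sensitive fusion mutants such as fzo1-1 at 37 °C on non-fermentable ethanol glycerol medium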
#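 Luminescent cell viability in 1536-well qHTS format served as the measure of rescued growth in ts fusion-mutant S. cerevisiae cultured on non-fermentable YPEG for 48 hours at 37C.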
# uPA surface inh = blocks generation of uPA at the cell surface; cell surface uPA generation assay, qHTS; Potency, µM (titrated, usually from 38.3 µM), without a hit: at the top dose activity change, negative = inhibition, usual class: inhibitors; 330,000 tested, 0.31% active; AID 540303; active means well fitted inhibition curve with a large enough effect; inconclusive means small, poorly fitted or top-dose-only effect; inactive means no such curve, though single readings can be large or run the other way; tested in mouse RAW 264.7 cells; further: potency means the concentration at half of the fitted maximal effect; on the % scale 0 is the no-effect control and ±100 the full control effect; nearly all actives have a fitted effect of over 55% in size
# Chronic BCR inh = inhibitors of chronic active B-cell receptor signaling; ABC-DLBCL IkBa-CBG/CBR reporter, luminescence ratio, 4 h; Potency, µM (doses to about 46.1 µM), without a hit: at the highest dose ratio change, negative = lower green/red ratio, hits mostly inhibitors; 340,000 tested, 0.05% active; AID 493014; active means well fitted inhibition curve with a large enough effect in the signal ratio, with a control signal flat, not every such curve was filed as active; inconclusive means small, poorly fitted or top-dose-only effect, or effect the other way, or a change in a side signal; the % refers to the signal ratio;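 further: potency means the concentration at half of the fitted maximal effect; plate controls were basal doxycycline-induced cells for no effect and cells given 10 µM MG132 for full effect; MG132 reads +100%, hits lower the ratio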
#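 Concentration-response series (up to 46 uM) were applied to TMD8 dual-reporter cells for 4 h at 37C with doxycycline. Green/red ratio, after filter-overlap correction, defined %Activity; red signal alone was normalised to basal cells and zero luminescence.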
# B2AR arrestin = beta2AR (human) beta-arrestin recruitment activity | AID 492947 | Potency, µM (doses to about 46.1 µM), inactives show at the top dose activation, usual class: activators | 330,000 tested, 0.02% active | beta-arrestin recruitment to beta2AR, cell-based reporter | P07550;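 further: potency means the concentration at half of the fitted maximal effect; 0% = DMSO controls and full agonism = EC100 isoproterenol or metaproterenol; nearly all actives have a fitted effect of over 65% in size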
# PTAP TSG101 blk = blocks PTAP/TSG101 interaction to inhibit HIV-1 budding; Q99816; Fluorescence polarization, FITC-PTAP peptide / Tsg101 binding; Potency, µM (doses to about 115 µM), for the others: top-dose activity change, negative = inhibition, most hits filed as inhibitors; 340,000 tested, under 10 active; AID 493005; active means well fitted inhibition curve with a large enough effect in the main read-out, with a control signal flat, not every such curve was filed as active; inconclusive means small, poorly fitted or top-dose-only effect, or effect the other way, or a change in a side signal; inactive means no such curve, though single readings can be large or run the other way; further: potency means the concentration at half of the fitted maximal effect; % of control where 0% means no effect
#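 Fluorescence anisotropy tracks displacement of a FITC-tagged PTAP peptide (50 nM) from the Tsg101 binding domain (10 uM), following a 20 min room-temperature incubation at pH 7.5.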
# USP2a inh = inhibitors of human ubiquitin-specific protease USP2a; O75604; Potency, µM (series often up to 38.3 µM), inactives show top-dose activity change, negative = inhibition, hits mostly inhibitors; USP2 core, Ub-CHOP2 coupled fluorogenic reporter, 485/531; 330,000 tested, 0.01% active;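 further: potency means the concentration at half of the fitted maximal effect; plate controls were DMSO wells for no effect and full inhibition by NEM control for full effect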
#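 USP2 core (10nM final) preincubated 30min RT with compound in 20mM Tris-HCl pH 8.0, 2mM CaCl2, 2mM beta-mercaptoethanol, 0.05% CHAPS; 25nM Ub-CHOP2 plus 25nM reporter substrate added, fluorescence (Ex485/Em531) read after 60min.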
# Eya2 inh = blocks the phosphatase activity of human Eya2; O00167; recombinant Eya2, OMFP fluorescence dephosphorylation (OMFP is methylfluorescein phosphate); Potency, µM (top dose mostly 76.9 µM), inactives show at the highest dose activity, negative = inhibition, hits mostly inhibitors; 330,000 tested, 0.006% active; AID 488837; further: potency means the concentration at half of the fitted maximal effect; on the % scale 0 is the no-effect control and ±100 the full control effect
# Target sequence (O00167 whole entry, looked up): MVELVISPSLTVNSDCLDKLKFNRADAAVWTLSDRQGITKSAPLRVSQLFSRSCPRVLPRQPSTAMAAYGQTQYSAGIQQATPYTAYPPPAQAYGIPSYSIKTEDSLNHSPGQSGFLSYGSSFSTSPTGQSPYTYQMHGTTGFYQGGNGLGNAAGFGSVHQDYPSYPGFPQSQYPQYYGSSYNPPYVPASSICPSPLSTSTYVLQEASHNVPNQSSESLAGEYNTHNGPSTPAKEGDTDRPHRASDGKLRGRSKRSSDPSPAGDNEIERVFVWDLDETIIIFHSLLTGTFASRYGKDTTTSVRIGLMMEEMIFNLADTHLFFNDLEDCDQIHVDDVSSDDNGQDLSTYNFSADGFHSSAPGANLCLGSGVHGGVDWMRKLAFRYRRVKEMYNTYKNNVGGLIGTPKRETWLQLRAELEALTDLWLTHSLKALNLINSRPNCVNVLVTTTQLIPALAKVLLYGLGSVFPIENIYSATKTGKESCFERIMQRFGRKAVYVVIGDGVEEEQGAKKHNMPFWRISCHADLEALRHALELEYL
#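 Eya2 protein (added as 0.2 uM solution) was preincubated with compound for 10 min at ambient temperature in 50 mM HEPES pH 7.5, 50 mM NaCl, 5 uM MgCl2, 0.05% BSA, 1 mM DTT. OMFP (added at 50 uM) then reacted 10 min; fluorescence read at 485/525 nm.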
# TSHR antag = antagonists of human thyroid stimulating hormone receptor. P16473. TSHR-expressing cells, TSH-stimulated cAMP HTRF, 2 h; hits give low values. activity change, negative = inhibition, % at 11.5 µM. 330,000 tested, 0.2% active. AID 504810;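 active means activity change below a set negative limit, meaning inhibition stronger than a set level, cut at about -70% in these data; inconclusive means activity change between two set negative limits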; further: on the % scale 0 is the no-effect control and ±100 the full control effect
#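 Read-out is FRET at 665 nm (cryptate excitation 337 nm) from a cryptate-tagged anti-cAMP antibody, competed by cell cAMP against cAMP-d2. Compounds are tested on freshly harvested TSHR cells challenged with 4nM TSH (EC80) for 2 hours at 37 deg C.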
# ELG1 repair inh = ELG1-dependent DNA repair inhibition; HEK293T ELG1-luciferase reporter, luminescence, 16 h; DNA damage induced by 5-fluorouridine; Potency, µM (series often up to 46.1 µM), without a hit: top-dose activity change, negative = inhibition, actives largely listed as inhibitors; 330,000 tested, 2.3% active; AID 504467; further: potency means the concentration at half of the fitted maximal effect; on the % scale 0 is the no-effect control and ±100 the full control effect; nearly all actives have a fitted effect of over 55% in size
#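 Overnight (16 hr) co-exposure of 2,000 cells/well to 5-fluorouridine and compound at 37 °C preceded detection. Luciferase was quantified via ONE-Glo luminescence; loss of signal denotes inhibition.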
# * marks the source's active call; other numbers are inactive results; ? = inconclusive; . = not tested or not shown; [ ] = another dose, or the depositor's remark. Unless noted, the call rests on the fitted dose curve; in most records, active means well fitted curve in the direction sought with a large enough effect; inconclusive means small, poorly fitted or top-dose-only effect, or another doubt; inactive means no such curve, though single readings can be large; an effect the other way counts as inactive or inconclusive. Rows are unselected; about 3% have a hit in one of these screens.
no.	molecule	Eya2 inh	Mito fusion yeast	PTAP TSG101 blk	USP2a inh	uPA surface inh	B2AR arrestin	TSHR antag	TCR activator	Tb PFK inh	ELG1 repair inh	Chronic BCR inh
1	Cc1ccc(C)n1C(CC(=O)O)c1ccc(C#N)cc1 (stereo unspecified)	2%	-4%	-5%	-1%	0%	-1.1%	10	10%	-13%	6%	3%
2	CCOc1ccc(NC(=O)CSc2nc3ccccc3c(=O)n2CCCC(=O)NCC2CCCO2)cc1 (stereo unspecified)	7%	0%	0%	0%	-2%	0.2%	2	1%	-1%	11%	1%
3	CCSc1cc(Cl)nc(N)n1	6%	-1%	2%	2%	-3%	-0.1%	4	-3%	-9%	-2%	-3%
4	CC(=O)c1ccccc1OC(=O)CCN1C(=O)C2C3C=CC(C4CC34)C2C1=O (stereo unspecified)	13%	9%	-7%	3%	0%	-0.2%	2	1%	-1%	10%	-1%
5	COC(=O)c1c(N2C(=O)Nc3ccccc3N2O)sc2c1CCCC2	-7%	-1%	-7%	1%	-18%	0.2%	-4	2%[46.1 µM]	2%	3%	?
6	C/C(=N\O)C(C)(C)Nc1ccc(Cl)cc1	1%	4%	-2%	-2%	3%	-0.9%	4	-2%	-9%	-6%	-3%
7	NS(=O)(=O)c1ccc(CCNC(=O)Cn2c(=O)c3cccn3c3cccnc32)cc1	3%	-19%	-1%	4%	8%	-0.4%	4	1%	-8%	4%	3%
8	COC(=O)c1ccc(Oc2ccc3nncn3n2)cc1	6%	-5%	-2%	2%	-1%	-0.4%	-6	3%[46.1 µM]	3%	-2%	0%
9	O=[N+]([O-])c1ccc2[nH]nc(-c3ccccc3)c2c1	-14%	-15%	3%	2%	17%	2.4%	0	17%[46.1 µM]	-5%	-12%	6%
10	O=C(COc1cccc2ccccc12)NNC(=O)CSCCO	8%	-1%	0%	0%	-1%	-0.9%	-3	-13%[46.1 µM]	-6%	-3%	0%
11	CCc1ccc(C(=O)N2CCN(c3ccc(NC(=O)c4ccco4)cc3)CC2)cc1	-9%	2%	.	3%	-6%	0.0%	-4	0%	-26%	-1%	1%
12	CSc1ccc(CNc2ccccn2)cc1	3%	-1%	-4%	0%	0%	0.2%	-8	3%	2%	?	-1%

# Reprinted from the part before: 2 entries; new compounds follow.
no.	molecule	Eya2 inh	Mito fusion yeast	PTAP TSG101 blk	USP2a inh	uPA surface inh	B2AR arrestin	TSHR antag	TCR activator	Tb PFK inh	ELG1 repair inh	Chronic BCR inh
11	CCc1ccc(C(=O)N2CCN(c3ccc(NC(=O)c4ccco4)cc3)CC2)cc1	-9%	2%	.	3%	-6%	0.0%	-4	0%	-26%	-1%	1%
12	CSc1ccc(CNc2ccccn2)cc1	3%	-1%	-4%	0%	0%	0.2%	-8	3%	2%	?	-1%
13	CCn1cc(C(=O)NCCCOC)c(=O)c2cc(S(=O)(=O)N3CCCC3)ccc21	-9%	2%	0%	6%	4%	0.3%	-16	-16%	-5%	-4%	0%
14	Cc1cc(C)cc(OCCNC(=O)C2CCN(S(=O)(=O)c3ccccc3)CC2)c1	10%	6%	.	0%	5%	-2.6%	-11	7%	2%	1%	1%
15	CCc1c(C(=O)Nc2cc(C)ccc2OC)[nH]c(C)c1C(C)=O	-2%	19%	0%	0%	3%	-1.9%	-10	-1%	-7%	3%	-5%
16	CCCCC(=O)Nc1cccc2c1C(=O)N(c1ccccc1)C2=O	4%	10%	-8%	-2%	4%	0.0%	-6	-1%	-2%	-1%	7%
17	CCC(C)[C@H]1COCCS(=O)(=O)N1Cc1ccc(Br)cc1 (stereo partly specified)	-7%	2%	0%	0%	?	-0.8%	-7	3%	2%	-11%	1%
18	CCOc1cc(NC(=S)NCCCN2CCOCC2)c(OCC)cc1NC(=O)C(C)C	2%	-5%	-1%	2%	2%	-0.8%	22	-5%[46.1 µM]	-6%	12%	?
19	CCN1C(=O)/C(=C/c2ccc(OC)c(OC)c2)N=C1SCC(=O)NCc1ccco1	5%	7%	-1%	1%	-4%	-1.6%	-6	1%[46.1 µM]	4%	?	5%
20	Nc1nnc(CC(c2ccccc2)c2ccccc2)s1	-5%	4%	-6%	-6%	2%	0.1%	-14	0%	1%	-2%	11%
21	CN(CC(=O)Nc1ccc(Cl)c(Cl)c1)C(=O)C1CCCC1	1%	9%	6%	-8%	-11%	-1.4%	-15	.	-8%	?	4%
22	O=C(O)C(Cc1ccccc1)N1C(=O)/C(=C/c2ccccc2)SC1=S (stereo unspecified)	3%	-2%	-2%	-2%	14%	-1.1%	4	-10%[46.1 µM]	-21%	7%	?
23	CCOC(=O)c1ccc(NC(=S)NCCc2ccc(OC)c(OC)c2)cc1	-1%	-6%	-6%	1%	1%	-0.7%	5	6%	-23%	?	14%
24	CC(CC(=O)NNC(=O)c1cccc(Cl)c1)c1ccccc1 (stereo unspecified)	-7%	3%	-1%	1%	0%	0.2%	0	-21%	0%	14%	-4%
25	CC(C)c1ccc(S(=O)(=O)NC2CCS(=O)(=O)C2)cc1 (stereo unspecified)	11%	-3%	-1%	0%	-3%	0.1%	2	-7%	-3%	-4%	2%
26	COc1cc(C)c(Cl)cc1S(=O)(=O)N1CCCC1	-22%	14%	-3%	-3%	-1%	-0.1%	-3	-9%	0%	6%	-17%
27	Cc1ccc([N+](=O)[O-])c(NC(=O)COC(=O)C2CC3CCCC(C2)C3=O)c1C (stereo unspecified)	-5%	1%	-1%	-1%	0%	-0.7%	5	-2%	0%	8%	4%
28	COc1ccc(N2CC(NC(=O)N(C)CCC#N)CC2=O)cc1 (stereo unspecified)	-1%	6%	-5%	-3%	1%	0.1%	-3	1%	-5%	5%	1%
29	Cc1noc(NS(=O)(=O)c2ccc(NC(=O)CCN3C(=O)c4ccccc4C3=O)cc2)c1C	-5%	7%	-1%	0%	1%	0.0%	3	3%	1%	1%	0%
30	CC(=O)NCC(=O)N[C@@H](CC(=O)OCc1ccccc1)C(=O)OCc1ccccc1	15%	2%	-2%	-1%	8%	-0.6%	-3	-3%	4%	-1%	?
31	Cc1cnc(CNC(=O)C2CCC(=O)N(CCc3ccc(Cl)cc3)C2)cn1 (stereo unspecified)	16%	2%	-3%	0%	-3%	-0.1%	4	-7%	3%	4%	1%
32	O=C(NNC1=C(C(=O)C(F)(F)F)CCC1)c1ccccc1O	-22%	-3%	-5%	-2%	4%	-0.4%	-3	-3%	1%	?	?
33	Cc1cc(C)n(CC(=O)NCc2cc(-c3nn(C)c(=O)c4ccccc34)ccc2C)n1	-5%	3%	-4%	-1%	-7%	0.1%	-2	-1%	-1%	?	0%
34	COc1ccccc1N1CCN(CC(=O)Nc2cc(F)ccc2C)CC1	5%	-2%	2%	0%	-1%	-0.1%	3	-4%	0%	?	6%
35	CC(C)C[C@@H]1NC(=O)[C@H](Cc2ccc(O)cc2)NC(=O)[C@H](CCC(N)=O)NC(=O)c2cc([N+](=O)[O-])cc(I)c2NCC[C@@H](C(N)=O)NC1=O	-7%	-2%	.	-4%	.	-0.1%	2	.	-3%	28%	-1%
36	CCN(C(=O)CN1C(=O)S/C(=C\c2cccc(OC)c2)C1=O)C1CCS(=O)(=O)C1 (stereo unspecified)	7%	1%	-2%	4%	-4%	-0.2%	18	-28%	2%	13%	-3%
37	O=C1CSC(c2cccnc2)N1c1ccc(F)cc1 (stereo unspecified)	1%	0%	-2%	3%	2%	0.1%	-2	0%	0%	9%	?
38	COc1cc(NC(=O)c2cc3ccccc3o2)c(OC)cc1Cl	21%[15.4 µM]	3%	-1%	2%	13%	0.2%	-1	0%	0%	23%	4%
39	CCOc1ccc(C(=O)Nc2cnn(Cc3ccc(Cl)c(Cl)c3)c2)cc1	-16%	-7%	1%	0%	.	-0.3%	-27	-6%	?	-11%	11%
